p53ts 32C tox: cytotoxicity in p53ts cells at permissive temperature; hit rate 0.93% among 130,000; AID 924; Potency, µM (doses to about 46.1 µM), without a hit: at the highest dose activity change, negative = cytotoxicity, hits mostly cytotoxic; H1299-p53A138V at 32C, ATP luminescence viability, 24 h;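 further: 0% = DMSO and -100% = full killing by reference compound; nearly all actives have a fitted effect of over 55% in size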
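Viability by ATPlite luminescence after 24 h compound treatment (up to 46 uM) at the permissive 32C. Cells are H1299 carrying p53 A138V. Scale runs from DMSO basal to 100 uM tamoxifen as full kill; AC50 from Hill fits.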
IkB signaling: IkB pathway inhibition in ABC-DLBCL cells. ABC-DLBCL IkBa-CBG/CBR dual luciferase ratio, 4 h; response scale: scaled: untreated 0%, proteasome inhibitor 100%. Potency, µM (highest dose often 57.1 µM), for the others: at the highest dose IkBa stabilization activation. hit rate 0.04% among 110,000; active means well fitted curve in the direction sought with a large enough effect in the signal ratio, not every such curve was filed as active; inconclusive means small, poorly fitted or top-dose-only effect, or a change in a side signal; the % refers to the signal ratio;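 further: the direction sought is a rising ratio; 0% = basal untreated cells and 100% = reference inhibitor full response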
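Luminescence ratio of IκBα-fused green versus native red beetle luciferase in OCI-Ly3 cells, 4 h post-doxycycline with compound; red signal alone, scaled from basal (0%) to zero light (-100%), flagged nonspecific or cytotoxic effects.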
p53ts 39C kill: kills p53ts cells at the nonpermissive temperature. hit rate 1.5% among 130,000. H1299-p53A138V viability at 39C, ATP luminescence, 24 h. AID 902. Potency, µM (series often up to 46.1 µM), without a hit: at the highest dose activity change, negative = cell killing, usual class: cytotoxic; further: nearly all actives have a fitted effect of over 55% in size
Imprint erasure: induces erasure of genomic imprints in mouse ES cells; mouse ES Peg3-LacZ reporter, beta-gal luminescence, 40 h; Potency, µM (highest dose often 60.7 µM), inactives show at the highest dose activity change, positive = activation, hits mostly activators; hit rate 0.02% among 110,000; AID 1948;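 further: 0% = negative control wells on the plate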
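Readout: BetaGlo luminescence (5 min, room temp) for LacZ from the normally silent maternal Peg3 allele in female Peg3LacZ-Neo ES cells. Cells 300/well, 40 h, 37C, 5% CO2. Data normalized per plate to negative controls.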
The depositor's hits bear a star; ? = inconclusive; · = no result given; [ ] = remark or other dose. Unless noted, the call rests on the fitted dose curve; in most records, active means well fitted curve in the direction sought with a large enough effect; inconclusive means small, poorly fitted or top-dose-only effect, or another doubt; inactive means no such curve, though single readings can be large; an effect the other way counts as inactive or inconclusive. Unless noted, on the % scale 0 is the no-effect control and ±100 the full control effect; potency means the concentration at half of the fitted maximal effect. The order is random. Share with any hit: about 1.7%.

Below each compound: Imprint erasure	p53ts 39C kill	IkB signaling	p53ts 32C tox
COC(=O)c1cccc(-n2cnnn2)c1
 : ·	15.4%	·	12.2%
CC(C)c1ccc(NC(=O)c2ccc(F)c(S(=O)(=O)N3CCc4ccccc43)c2)cc1
 : -20.5%[10.9 µM]	-23.1%	?	8.3%
COC(=O)n1c(=O)oc2cc(S(=O)(=O)N3CCCCC3)ccc21
 : -1.7%	-5.5%	-1.2%	-4.3%
Cc1ccc(C)c(NC(=O)CCCN2C(=O)COc3ccc(C)cc32)c1
 : -16.2%[10.9 µM]	-1.1%	?	-4.6%
CC(Oc1ccc(-c2ccccc2)c(F)c1)c1ccn(S(=O)(=O)c2ccc(F)cc2)n1 (configuration not stated)
 : ·	-10.7%	·	-14.9%
Cc1cc2oc3c(c(=O)c2cc1C)C1(C(=O)N(C)c2ccccc21)N(CCO)C3=O (configuration not stated)
 : -6.7%[10.9 µM]	-8.3%	-1.7%	13.0%
C=CCOC(=O)C(C(C)=O)C(NC(=O)OC)c1cccs1 (configuration not stated)
 : ·	-2.4%[9.22 µM]	·	2.5%[9.22 µM]
COc1ccc(CC(CC(=O)O)C(=O)Nc2ccccc2)cc1 (configuration not stated)
 : -7.6%	-9.2%	-0.4%	4.4%
CC(=O)c1cccc(NC(=O)c2cc3nc(-c4ccc(Br)cc4)cc(C(F)(F)F)n3n2)c1
 : 17.2%[10.9 µM]	-14.3%	0.7%	1.2%
O=S(=O)(c1ccc2oc3ccccc3c2c1)N1CCCC1
 : ·	24.9%	·	-2.1%
CCNc1nc(NC(C)(C)C)nc(N(C#N)CC)n1
 : -9.3%	2.8%	-0.4%	-8.8%
O=[N+]([O-])c1ccc(Cl)c(CNc2ncnc3c2ncn3[C@@H]2CCCCO2)c1
 : -8.0%[10.9 µM]	17.8%[9.22 µM]	0.8%[11.4 µM]	8.3%[9.22 µM]
COc1ccc(/C=N/n2cnnc2)cc1COc1ccccn1
 : 0.6%	-1.7%	3.7%	-2.2%
O=C(OCc1nnc(-c2ccccc2)o1)c1ccc2c(c1)OCO2
 : -8.0%	2.6%	3.0%	1.2%
CCCCSc1nnc(-c2cc(Br)ccc2N)c(=O)[nH]1
 : -16.5%	7.6%	?	-6.3%
CNc1ncncc1-c1ccccc1CN(C)C
 : -0.1%	1.0%	-0.4%[11.4 µM]	-3.4%
Cn1c(=O)oc2cc(S(=O)(=O)CCC(=O)NCc3ccccc3)ccc21
 : 7.2%[10.9 µM]	4.8%	-0.5%	4.3%
COc1ccc(-c2cccc(NS(=O)(=O)c3cc(C)c(OC)c(C)c3C)c2)nn1
 : -15.4%[10.9 µM]	-12.4%	?	-6.4%
OC(CN1CCN(c2ccccc2)CC1)c1c[nH]c2ccccc12 (configuration not stated)
 : -20.4%	1.7%	?	2.2%
O=C(c1c(O)c2ccc(Cl)cc2[nH]c1=O)C1CC1
 : -0.2%	-5.2%	-0.3%	-5.2%
Cc1ccc(S(=O)(=O)N2CCN(C(=O)CSc3nnc(-c4ccco4)o3)CC2)cc1
 : -4.8%	1.3%	0.4%	11.8%
CC(NC(=O)c1csc2ccccc12)C1CCCO1 (configuration not stated)
 : -2.8%	-1.4%	-0.1%	-4.7%
Cc1c(N)cccc1-c1nc2ccccc2[nH]1
 : ·	11.8%	·	-6.7%
CCC/C=C(\CCC)C(NC(=O)Cc1ccccc1)c1ccc(C(=O)OC)cc1 (configuration not stated)
 : -18.4%	8.3%	·	18.5%
COc1ccc(NC(=O)Nc2nnc(N(C)C3CCCCC3)s2)c(OC)c1
 : -15.8%[10.9 µM]	0.5%	?	-4.1%
O=C(c1nnc(Cc2ccc(Cl)cc2)o1)N1CCc2ccccc2C1
 : -9.9%	-8.7%	?	-2.2%
O=C(CSc1nc2ccccc2n1Cc1cccc(F)c1)N1CCN(c2ccc(F)cc2)CC1
 : -6.0%[10.9 µM]	?	-1.4%	-4.0%
COc1ccc(O)c(-c2c(-c3ccc(Cl)cc3)n[nH]c2C)c1
 : -13.1%	?	?	-15.1%
CC(C)c1cnc2c(c1SCC(=O)NC(C)(C)C)c(=O)n(C)c(=O)n2C
 : 5.8%[10.9 µM]	20.4%	1.6%	11.9%
CCOc1ccc2cc(C#N)c(SCC(=O)N3CCCC3)nc2c1
 : -5.1%	2.6%	-1.4%	11.0%
Cc1ccc(-c2nc3c4ccccc4n(CC(=O)NCc4ccc(F)cc4)c(=O)n3n2)cc1
 : 6.7%[10.9 µM]	26.8%	-3.4%	-7.4%
CN1CCc2c(n(CC(O)CN3C(=O)c4ccccc4S3(=O)=O)c3ccccc23)C1=O (configuration not stated)
 : ·	10.5%	·	6.5%
COc1ccc(Cl)cc1NC(=O)c1cnc2n(c1=O)CCS2
 : -15.3%	13.5%	-1.9%	-4.2%
Cc1ccccc1NS(=O)(=O)c1ccc2[nH]cc(C(=O)NCCCN3CCOCC3)c(=O)c2c1
 : 10.4%	3.1%	2.9%	0.7%
COc1cccc(Nc2ncc3nc(-c4cn(C)c5ccccc45)c(=O)n(CCC#N)c3n2)c1
 : -0.9%	?	3.2%[11.4 µM]	-3.8%
O=C(NCc1ccncc1)Nc1ccc(F)cc1
 : 2.1%	6.5%	-0.3%	-10.0%
CCNc1nc2c(c(=O)n(C)c(=O)n2C)n1CC(O)COc1ccccc1 (configuration not stated)
 : -8.7%[10.9 µM]	10.9%	?	-1.7%
CN(CC(=O)Nc1sccc1C#N)C1CCCCC1
 : -12.0%	2.3%	5.7%	6.8%
Cc1ccc(C(=O)c2cn(CC(=O)Nc3ccc(C(C)C)cc3)c3nc(C)ccc3c2=O)cc1
 : 7.8%[10.9 µM]	7.6%	0.6%	-2.0%
Cc1noc(C)c1COC(=O)c1cccc(S(=O)(=O)N2c3ccccc3CC2C)c1 (configuration not stated)
 : -1.8%	-6.8%	?	-3.1%
COc1cccc(S(=O)(=O)NCc2ccc(C(=O)NCc3ccco3)cc2)c1
 : -7.4%	9.1%	7.8%	-1.4%
O=C(NCCCO)c1nc2ccccc2s1
 : -25.6%	-2.1%	9.6%	-3.3%
O=C(CSc1nc(=O)n(Cc2ccco2)c2c1CCC2)NCc1ccccc1Cl
 : 21.6%[10.9 µM]	-12.4%	?	-0.5%
c1ccc(-c2noc(CN3CCN(c4ccccc4)CC3)n2)cc1
 : -12.7%	-9.1%	-1.1%	-8.5%
Cc1ccc(-c2nc(CS(=O)CC(=O)NCCN3CCOCC3)c(C)o2)cc1 (configuration not stated)
 : 10.8%	-10.9%	1.2%	-2.4%
C#CC(C)OC(=O)C(C)NC(=O)c1ccccc1 (configuration not stated)
 : -1.9%	3.8%	·	5.0%
O=C(Nc1cccnc1)c1ccccc1Oc1ccccc1
 : -20.7%	2.1%	-1.4%	7.1%
CC(C)CCNC(=O)C1CCN(c2nc3ccccc3o2)CC1
 : -10.0%	-7.4%	1.7%	-5.5%
CCOc1ccccc1NC(=O)Nc1nnc(N(C)Cc2ccccc2)s1
 : -4.5%[10.9 µM]	-9.6%	-0.3%	-2.0%
COc1cc(NS(=O)(=O)c2ccc(C)cc2C)cc(OC)c1OC
 : -9.3%	-6.0%	?	-0.1%
Cc1ccc(NC(=O)c2c(C)oc3nc(C)nc(N4CCCC4)c23)c(C)c1
 : 10.7%[10.9 µM]	18.2%	1.7%	-6.3%
Cc1ccc(S(=O)(=O)NCC(C)NS(=O)(=O)c2ccc(C)cc2)cc1 (configuration not stated)
 : -14.2%	-5.8%	0.8%	-1.4%
COCCNc1nc(-c2ccoc2)nc2ccccc12
 : ?	-4.1%	0.0%[11.4 µM]	4.8%
CS(=O)(=O)N1CCN(c2nc3ccccc3s2)CC1
 : 2.8%	-5.3%	-2.3%	-6.8%
CC(Cn1cnc2ccccc21)C(=O)O (configuration not stated)
 : ·	1.3%	·	-10.1%
CCOc1ccccc1N1CCN(S(=O)(=O)c2ccc(F)c(F)c2)CC1
 : -16.6%	-6.5%	0.9%	-2.4%
Cc1ccccc1-n1nc2c(c1NC(=O)c1cc3ccccc3oc1=O)CS(=O)(=O)C2
 : 4.5%	0.4%	-0.4%	-4.5%
Cc1cccc2c1N(CC(=O)OC(C)C)C(=O)C2=O
 : -14.6%	2.9%	4.0%	0.8%
COCCn1c(SCc2ccc(C(=O)OC)o2)nc2ccccc2c1=O
 : -23.8%	-15.9%	1.3%	-1.3%
COC(=O)c1ccc(OCC2c3cc(OC)c(OC)cc3CCN2C(=O)C2CC2)cc1 (configuration not stated)
 : -16.4%	-3.6%	?	-20.9%

Structures above that have a COOH group, in the order listed:
Below each compound: Imprint erasure	p53ts 39C kill	IkB signaling	p53ts 32C tox
COc1ccc(CC(CC(=O)O)C(=O)Nc2ccccc2)cc1 (configuration not stated)
 : -7.6%	-9.2%	-0.4%	4.4%
CC(Cn1cnc2ccccc21)C(=O)O (configuration not stated)
 : ·	1.3%	·	-10.1%

Further records
Below each compound: Imprint erasure	p53ts 39C kill	IkB signaling	p53ts 32C tox
N#CC1=C2C=CC=CN2CC1=O
 : 2.8%	3.3%	3.8%	-6.1%
Cc1ccc2nc(CN3CCN(S(=O)(=O)c4ccc(F)cc4)CC3)oc2c1
 : -7.0%[10.9 µM]	-0.7%	1.7%	11.1%
COc1ccc(N(C)C(=O)CCS(=O)(=O)c2cccc3nonc23)c(OC)c1
 : -0.5%	-1.4%	-0.5%	1.1%
Cc1ccc(NC(=O)CN2CCN(C3CCCCC3)C(=O)C2=O)cc1
 : 3.2%[10.9 µM]	-2.7%	1.5%	-3.1%
N#Cc1ccc(-c2cccs2)nc1SCC(=O)Nc1cccc(C(F)(F)F)c1
 : 10.2%[10.9 µM]	?	-0.9%	?
CCCCN(CC)C(=O)CSc1cc(=O)n(C)c2ccccc12
 : -15.1%	-8.9%	5.7%	0.7%
Cc1nc2nc(-c3ccc(Cl)cc3Cl)nn2c(C)c1CCC(=O)Nc1ccc(F)cc1
 : -6.3%[10.9 µM]	-28.4%	2.8%	-11.8%
O=C(Nc1nc2ccccc2n1CCOc1ccccc1Cl)c1ccccc1
 : -12.3%[10.9 µM]	31.0%[activator]	-1.0%	-6.2%
COc1cc2[nH]c(=S)nc(NCC3CCCO3)c2cc1OC (configuration not stated)
 : -14.0%	-4.6%	-0.6%	6.6%
O=C(CC1Nc2ccccc2NC1=O)NCc1cccnc1 (configuration not stated)
 : -2.6%	1.0%	-0.5%	-29.2%
Nc1nnc(SCC(=O)NCc2ccc3c(c2)OCO3)s1
 : -12.0%	14.2%	1.4%	2.6%
CCOC(=O)CSc1nnc(-c2ccco2)n1-c1ccc(C)cc1
 : -0.7%	-2.6%	-2.2%	13.6%
CCS(=O)(=O)N1CCCC(C(=O)NCCN2CCC(Cc3ccccc3)CC2)C1 (configuration not stated)
 : 3.6%	-2.7%	0.7%	-5.1%
CSc1nnc(-c2ccccc2Cl)n1N
 : 0.1%	7.2%	0.5%	-3.0%
O=C(CSC1=NCCS1)N1CCc2ccccc21
 : -53.3%[inhibitor]	-17.9%	-0.5%	-26.0%
COc1ccc(CCNC(=O)CCc2c(C)nc3c4c(C)cc(C)nc4nn3c2C)cc1OC
 : 6.0%[10.9 µM]	-14.1%	?	6.0%
C(=C\CSc1ncn[nH]1)/CSc1ncn[nH]1
 : -7.6%	-6.6%	-0.3%	-5.5%
Cc1ccc(NC(=O)COC(=O)C2=COCCO2)cc1
 : 0.3%	-7.3%	1.7%	-4.7%
COc1cccc(C2=NOC(C(=O)N3CCN(C(=O)c4ccco4)CC3)C2)c1 (configuration not stated)
 : -11.0%	-0.2%	-1.9%	-15.7%
O=C(CN1CCOCC1)Nc1ccc(NC(=O)CN2CCOCC2)c(Cl)c1
 : -1.9%	2.2%	0.8%	-2.2%
Cc1nc2nc(NCc3cccc(Cl)c3)[nH]n2c(=O)c1Cc1ccccc1
 : 18.1%[10.9 µM]	6.2%	?	-6.2%
C(=N\n1cnnc1SCc1ccccc1)/c1ccco1
 : ·	1.9%	·	4.2%
CN(c1ccc(C(=O)NCc2ccc3c(c2)OCO3)cc1)S(C)(=O)=O
 : -13.9%	-1.8%	3.2%	-1.5%
Cn1c(CN2CCOCC2)c(C#N)c2ccccc21
 : -8.5%	-0.4%	-2.1%	2.0%

Source: PubChem (National Center for Advancing Translational Sciences (NCATS))
